HttQ103 aggreg: mutant huntingtin aggregation inhibition. 1.1% of 220,000 active. Potency, µM (series often up to 46.1 µM), inactives show at the top dose activity change, negative = inhibition, usual class: inhibitors. PC12 HttQ103-GFP aggregates, Acumen cytometry, 40 h; also: % is scaled to controls: 0 for no effect and ±100 for the full control effect; nearly all actives have a fitted effect of over 60% in size
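Using laser scanning cytometry, GFP-positive aggregates were counted after lysis of PC12 cells induced with 100 nM tebufenozide to express HTT exon 1 Q103–GFP. Compounds were tested in titration.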
Tau FP inhib: inhibitors of human tau fibril formation; K18 P301L tau heparin fibrillization, Alexa594 FP, 6 h; 0.39% of 280,000 active; Potency, µM (doses to about 57.7 µM), for the others: at the top dose activity, negative = inhibition, hits mostly inhibitors; P10636; also: % is scaled to controls: 0 for no effect and ±100 for the full control effect; nearly all actives have a fitted effect of over 55% in size
Target sequence (P10636 561-689 P618L limits assumed): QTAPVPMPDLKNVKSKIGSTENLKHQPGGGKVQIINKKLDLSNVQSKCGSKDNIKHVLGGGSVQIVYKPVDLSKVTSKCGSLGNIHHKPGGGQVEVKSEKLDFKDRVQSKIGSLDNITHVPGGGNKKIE
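Compound effects on tau fibrillization are measured by Alexa 594 fluorescence polarization (ex 555, em 632 nm). K18 P301L tau is used at 15 uM with 0.24 uM labeled tracer, and 20 uM heparin induces aggregation over 6 hr at 37 C.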
Tau fluor counter: counter-screen for tau fibril formation inhibitors | tau K18 P301L Alexa594 fluorescence, heparin fibrillization | Potency, µM (highest dose often 57.7 µM), for inactives: at the highest dose activity change, negative = decrease | 0.93% of 280,000 active; also: % is scaled to controls: 0 for no effect and ±100 for the full control effect; nearly all actives have a fitted effect of over 55% in size
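Human K18 P301L tau (15 uM unlabeled plus 0.24 uM Alexa 594-labeled, final) in 100 mM sodium acetate pH 7 was mixed with compound and 20 uM heparin and incubated 6 hr at 37 C.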
SMN2 splice enh: increases expression of the SMN2 splice variant. HEK293 SMN2-luciferase splicing reporter, luminescence, 30-36 h. 2.8% of 210,000 active. Potency, µM (doses to about 46.1 µM), for the others: top-dose activity change, positive = activation, actives largely listed as activators; also: % of control where 0% means no effect; nearly all actives have a fitted effect of over 55% in size
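HEK293 cells carry an SMN2 minigene-luciferase reporter in which exon 7 inclusion puts luciferase in frame. Cells were seeded at 2000 cells/well, attached for 10-12 hours, then exposed to compounds for 30-36 hours at 37C before ONE-Glo luminescence.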
Tau ThT inhib: inhibitors of human tau fibril formation, thioflavin T binding | AID 1460 | recombinant tau K18 P301L (four-repeat tau fragment), heparin-induced fibrillization, ThT fluorescence | Potency, µM (highest dose often 57.4 µM), for the others: at the top dose activity, negative = inhibition, actives largely listed as inhibitors | P10636 | 2.1% of 270,000 active; also: % is scaled to controls: 0 for no effect and ±100 for the full control effect; nearly all actives have a fitted effect of over 55% in size
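K18 P301L tau (15 uM + 0.24 uM Alexa 594-tagged), heparin 20 uM, NaOAc pH 7, 6 h 37 C; ThT 30 uM, 1 h RT, ex 450/em 510 nm.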
JMJD2E inh: JMJD2E (human) inhibition. B2RXH2. JMJD2E catalytic domain, FDH-coupled NADH fluorescence (FDH is formaldehyde dehydrogenase). Potency, µM (top dose mostly 57.1 µM), for the others: at the top dose activity change, negative = inhibition, usual class: inhibitors. 1.6% of 230,000 active. AID 2147; active = well fitted inhibition curve with a large enough effect, not every such curve was filed as active; inconclusive = small, poorly fitted or top-dose-only effect, or another doubt; inactive = no such curve, though single readings can be large or run the other way;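 also: 0% = wells with enzyme and -100% = buffer wells without enzyme; nearly all actives have a fitted effect of over 50% in size; many of its hits are not listed in these tables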
Target sequence (B2RXH2 1-337 limits assumed): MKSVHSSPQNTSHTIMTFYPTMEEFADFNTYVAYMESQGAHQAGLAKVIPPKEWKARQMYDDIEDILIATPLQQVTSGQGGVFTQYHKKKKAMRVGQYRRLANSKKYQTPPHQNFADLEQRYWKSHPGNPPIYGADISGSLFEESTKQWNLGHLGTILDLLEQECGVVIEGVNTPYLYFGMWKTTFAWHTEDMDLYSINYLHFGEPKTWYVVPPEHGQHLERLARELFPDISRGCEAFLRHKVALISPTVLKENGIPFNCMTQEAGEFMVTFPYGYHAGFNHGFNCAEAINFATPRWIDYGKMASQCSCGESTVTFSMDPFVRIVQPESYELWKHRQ
HTT ATP protect: protects HTT-Q103 PC12 cells, measured by ATP; 0.14% of 230,000 active; Potency, µM (highest dose often 56.4 µM), inactives show cytoprotection (ATP increase), usual class: activators; PC12 HTT-Q103 induced, cytoprotection, ATP luminescence, 40 h;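 also: % of control where 0% means no effect; nearly all actives have a fitted effect of over 45% in size; toxic huntingtin expression switched on by the ecdysone agonist tebufenozide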
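Quantitative HTS on tebufenozide-induced (100 nM) PC12 cells expressing HTTQ103 exon 1–GFP; compounds tested as a concentration series; survival measured via cellular ATP.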
ALDH1A1 block: inhibitors of human aldehyde dehydrogenase 1A1. P00352. Purified ALDH1A1, NADH fluorescence, propionaldehyde substrate. Potency, µM (top dose mostly 75.3 µM), for inactives: at the top dose activity, negative = inhibition, most hits filed as inhibitors. 7.3% of 220,000 active. AID 1030; active = well fitted inhibition curve with a large enough effect, not every such curve was filed as active; inconclusive = small, poorly fitted or top-dose-only effect, or another doubt; inactive = no such curve, though single readings can be large or run the other way;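 also: plate controls were no enzyme wells and a reference inhibitor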
Target sequence (P00352 whole entry, looked up): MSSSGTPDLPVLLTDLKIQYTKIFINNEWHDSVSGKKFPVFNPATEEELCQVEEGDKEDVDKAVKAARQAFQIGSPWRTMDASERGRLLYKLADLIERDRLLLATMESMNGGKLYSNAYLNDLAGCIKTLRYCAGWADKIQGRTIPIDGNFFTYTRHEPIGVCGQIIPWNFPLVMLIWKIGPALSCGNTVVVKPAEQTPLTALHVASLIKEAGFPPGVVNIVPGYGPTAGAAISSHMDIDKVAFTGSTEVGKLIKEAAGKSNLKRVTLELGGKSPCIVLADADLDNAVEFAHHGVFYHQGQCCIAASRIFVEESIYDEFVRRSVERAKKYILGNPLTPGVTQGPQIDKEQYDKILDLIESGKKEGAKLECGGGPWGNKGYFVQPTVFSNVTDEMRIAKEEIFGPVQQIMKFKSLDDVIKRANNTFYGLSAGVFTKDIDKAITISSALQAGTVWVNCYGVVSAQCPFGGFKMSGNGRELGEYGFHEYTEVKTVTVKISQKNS
Starred values were filed as active, the others as inactive; u = inconclusive; x = not tested or not shown; & = joins results of further samples; [ ] = another dose, or the depositor's remark. Unless noted, calls follow the shape of the dose curve; as a rule, active = well fitted curve in the direction sought with a large enough effect; inconclusive = small, poorly fitted or top-dose-only effect, or another doubt; inactive = no such curve, though single readings can be large; an effect the other way counts as inactive or inconclusive. Potency is read from the fitted curve at half-maximal effect.

structure,HttQ103 aggreg,Tau FP inhib,Tau fluor counter,SMN2 splice enh,Tau ThT inhib,JMJD2E inh,HTT ATP protect,ALDH1A1 block
CCOc1ccc(CC(=N)C2=C(O)CC(C)(C)CC2=O)cc1OCC,-17.3%,-2.5%,-2.7%,-9.2%[1.84 µM],-4.4%,4.0%,36.9%[10 µM],-1.9%
Cc1ccc(S(=O)(=O)N(C)Cc2nc(-c3ccncc3)no2)cc1,-22.6%,2.2%,-2.5%,-41.5%[inhibitor],-7.9%,8.6%,12.6%[10 µM],-5.9%
Cc1csc(NC(=O)CSc2nnc(CCNC(=O)c3cccs3)n2C)n1,-23.1%,-4.6%,-1.6%,9.0%,-4.2%,6.0%,-7.8%[10 µM],-0.8%
CC(=O)c1ccccc1OC(=O)CCN1C(=O)c2ccccc2C1=O,2.8%,0.8%,-6.0%,7.2%,-5.9%,12.8%,x,0.2%
CCC(C)NCCOCCOc1ccccc1-c1ccccc1 (stereo unspecified),-3.7%,3.2%,-1.6%,14.0%,-7.7%,u,-17.3%,-3.5%
O=C(N/N=C/c1ccccc1OC(F)F)NC1CCCCC1,-0.9%[9.22 µM],-6.4%,-11.4%,x,x,u,-1.9%[10 µM],x
COc1ccc(OC)c(C2CC(=O)Nc3c2c(=O)[nH]c2ncnn32)c1 (stereo unspecified),32.1%,-0.3%&-4.2%,11.9%&-15.1%,-4.0%&33.4%,8.3%&0.8%,u,-50.7%,4.3%
COc1ccc(C(O)P(=O)(OCCC(C)C)c2ccc(N(C)C)cc2)cc1OC (stereo unspecified),-16.4%[9.22 µM],-5.5%,-18.9%,x,-12.9%,-1.6%,-13.1%[10 µM],7.4%
CC1=CC(=O)C=C(C)C1=NOC(=O)c1cccc([N+](=O)[O-])c1,-18.0%[1.84 µM],-5.3%,-15.3%,-2.8%,u,-17.5%,27.7%,-5.8%
Cc1cccc(N/C=C/C(=C(C#N)C#N)N(C)C)c1,u,1.2%,-17.0%,-5.2%,-20.6%,0.5%,10.6%[10 µM],u
O=C(O)CSc1c[nH]c2ccccc12,-1.1%,10.8%,-3.4%,6.3%,-4.4%,-4.3%,10.9%,-1.4%
Cc1ccc(Cn2nnc3c(=O)[nH]c(C4CCN(S(=O)(=O)c5ccccc5)CC4)nc32)cc1,0.4%,4.5%,-19.8%,8.0%,-12.6%,1.6%,-9.8%,-14.0%
COc1ccccc1NC(=O)C(=O)N/N=C(\C)CC(=O)Nc1ccc(OCc2ccccc2)cc1,24.7%,-5.3%,-21.9%,11.4%,u,8.5%,-13.0%,0.6%
CC(C)NC(=O)CCn1c(=S)oc2ccccc21,-17.7%,u,2.4%,9.1%,-1.0%,5.0%,-4.9%,0.8%
CC(C)OCCCNC(=O)c1cn(C)c2ccc(S(=O)(=O)N(C)C3CCCCC3)cc2c1=O,x,-4.0%,-22.1%,-13.5%,-12.9%,x,x,x
CCOC(=O)C1CCN(C(c2cc3ccc(C)c(C)c3[nH]c2=O)c2nnnn2C2CCCCC2)CC1 (stereo unspecified),-3.9%,-0.7%,-7.6%,1.7%,u,u,-7.8%[10 µM],20µM*
COC(=O)/C=C/C(=O)Nc1cccc(C(F)(F)F)c1,-22.6%,-0.3%,-5.1%,4.7%,u,-3.6%,5.4%[10 µM],u
Cc1[nH]n(-c2ccccc2)c(=O)c1N=Nc1ccc2c(c1)OCO2,-20.7%,8.2%,-15.7%,17.8µM*,u,-5.6%,-39.6%[inhibitor],2.7%
O=C(COc1cccc2ccccc12)NNC(=O)C1CCCO1 (stereo unspecified),29.7%,-4.0%,-3.4%,12.1%,-7.2%,8.1%,-54.6%[inhibitor],4.6%
c1csc(C2=NC(c3ccncc3)=Nc3ccccc3N2)c1,x,-4.0%,-10.1%,-7.8%,u,x,x,x
CCOC(=O)N1CCN(C(=S)NC(=O)c2c(-c3c(Cl)cccc3Cl)noc2C)CC1,-16.1%,7.2%,-4.7%,-7.8%,-4.2%,-7.3%,x,u
CC(=O)c1ccc(OCC(=O)NCC(c2ccco2)N2CCCCC2)cc1 (stereo unspecified),-0.2%,-13.0%,-7.8%,x,-3.1%,-3.0%,-25.0%,0.7%
O=C(NCC1CCN(c2ccc(S(=O)(=O)N3CCOCC3)cc2)CC1)c1cccc(Cl)c1,-13.8%[9.22 µM],-5.4%,-27.7%,-33.4%[inhibitor],-13.8%,-29.0%,-1.7%,12.3%
CCOc1cccc(SCc2noc(C(=O)NCCOC)c2C(=O)O)c1,6.6%,-6.0%,-9.8%,-8.3%,-0.6%,-0.6%,-23.6%,u
Cc1cccc(Cn2c(SCCN3CCOCC3)nc3c2c(=O)n(C)c(=O)n3C)c1,8.3%,-0.1%,-3.0%,-2.6%,1.2%,2.6%,-14.1%,u
CCOc1ccc2nc(NC(=O)CN3CCOCC3)sc2c1,-4.2%,7.1%,6.5%,28.5%,-1.2%,6.3%,-48.8%[inhibitor],12.9%
COC(=O)N/N=C\c1c(C)nn(-c2ccccc2)c1Cl,20.7%,6.9%,-2.1%,u,-8.1%,17.5%,-21.5%[10 µM],3.8%
COCCNc1nc(N)c([N+](=O)[O-])c(NCC2CCCO2)n1 (stereo unspecified),31.4%,-4.2%,-3.0%,7.4%,-6.8%,-3.6%,28.2%[10 µM],u
CC(C)(C)NC(=S)NCc1cccnc1,9.1%,-3.6%,-2.0%,-12.2%,-6.4%,0.5%,-11.0%,0.9%
CC1CCCc2sc3nc(NCc4ccco4)n4ncnc4c3c21 (stereo unspecified),u,-1.3%,-20.0%,6.6%,u,u,35.8%[10 µM],u
CCc1nnc(NC(=O)c2ccc3nc(CC)c(CC)nc3c2)s1,2.5%,0.1%,-8.0%,7.2%,-13.7%,14.8%,-70.7%[inhibitor],-1.9%
Cc1ccc(Cl)cc1N1CCN(S(=O)(=O)c2ccc3c(c2)OCCO3)CC1,-16.6%,-13.1%,-21.9%,-15.9%,-9.2%,-8.4%,-16.2%,6.8%
O=C(Nc1cccnc1)Nc1ccc(F)c(Cl)c1,u,-12.4%,-26.3%,x,-0.6%,-8.2%,-18.2%[0.074 µM],-8.3%
Cc1cc(OCC(=O)Nc2ccc3oc(-c4ccncc4)nc3c2)ccc1Cl,19.1%,4.9%,-6.4%,-20.7%,u,u,-11.9%,2.8%
Cc1ncc(CN2CCC(CO)(CCc3ccccc3)CC2)s1,-9.4%[9.22 µM],4.1%,-9.5%,x,-12.5%,3.8%,-0.9%[10 µM],u
CCCC(=O)NC(Nc1ccccc1OC)C(Cl)(Cl)Cl (stereo unspecified),-8.1%,3.0%,1.6%,-9.5%,1.0%,-2.2%,-106.5%[inhibitor],4.0%
C/C(N)=C(/C#N)C(=O)CSc1ncnc2ccccc12,-4.4%,-3.9%,-10.9%,9.5%,u,8.9%,0.5%,4.7%
CCC(C)NC(=O)CN(C1CCCCC1)S(C)(=O)=O (stereo unspecified),5.1%,4.6%,5.0%,11.8%,1.3%,-2.5%,x,0.8%
COc1ccc(-c2cnc(N)n2CC2CCCO2)cc1 (stereo unspecified),u,2.9%,2.6%,-12.3%,1.3%,68.3%,-0.6%,39.8µM*
Cn1cnc(S(=O)(=O)N2CCc3ccccc32)c1,-9.5%,-3.8%,-10.2%,5.3%,-9.8%,7.9%,6.1%,9.6%
O=S(=O)(c1ccc(Cl)nc1)N1CCc2ccccc21,8.3%[9.22 µM],-1.6%,-14.2%,x,-6.7%,-1.4%,-2.7%[10 µM],x
Cc1cccc(C)c1OCCCCCNCCO,-0.9%,-0.2%,6.0%,-25.4%,-2.2%,191.2%[activator],-3.9%,20µM*
O=C(NCc1cccnc1)c1cccnc1-c1nc2ccccc2s1,-3.9%,3.9%,-3.3%,10.5%,-8.6%,u,-10.2%,20µM*
COC(=O)CCCC1=CC2=C(c3ccccc3)C(=O)C(C)(OC(=O)C3CCCC3)C(=O)C2=CN1CCCCO (stereo unspecified),-7.2%[9.22 µM],4.6%[11.6 µM],8.9%[11.6 µM],-0.6%[9.22 µM],u,u,-8.4%&1.1%[10 µM],u
O=C(N1CCOCC1)N1CCC(n2nnc3cc(F)ccc32)CC1,15.5%,5.6%,-8.5%,-12.0%,-13.3%,-10.8%,21.8%[10 µM],-0.4%
Cc1c(Cl)c(=O)n2c(=O)c(Cl)c(C)n12,11.8%,-0.7%,4.5%,5.6%,u,u,-7.0%,u
CC1(C)CC(=O)C(C=NC2CCCCC2)=C(O)C1,-10.6%,1.6%,8.9%,22.4%,7.2%,-1.8%,-6.6%,-6.1%
COCC(=O)Nc1ccc(S(=O)(=O)Nc2ncccn2)cc1,-6.7%,0.9%,-1.6%,-25.1%,-7.1%,-0.5%,17.6%,6.2%
Cc1cc(C)c(S(=O)(=O)N2CCC(C(=O)NCc3ccc(Cl)cc3Cl)CC2)c(C)c1,u,-2.3%,-23.9%,-21.7%,-15.3%,-1.5%,-5.6%[10 µM],8.5%
CC(Cc1cccs1)NC(=S)Nc1ccc(Cl)c(Cl)c1 (stereo unspecified),5.2%,-4.3%,-17.9%,-0.1%,1.5%,-23.8%,-10.3%[10 µM],u

Remaining list, next part.
structure,HttQ103 aggreg,Tau FP inhib,Tau fluor counter,SMN2 splice enh,Tau ThT inhib,JMJD2E inh,HTT ATP protect,ALDH1A1 block
Cc1noc(C)c1S(=O)(=O)Nc1ccc(C(=O)Nc2ccc(Br)cc2)cc1,x,u,u,5.3%,14.5%,x,x,x
CCCCN(C)C(=O)c1cn(CC)c2nc(C)ccc2c1=O,22.6%,-1.4%,0.3%,0.8%,3.0%,0.4%,-12.9%,5.4%
O=C(NCc1n[nH]c(=S)n1-c1ccc(Cl)c(Cl)c1)c1cccs1,1.4%,-0.6%,-2.8%,-14.6%,0.4%,-12.4%,-8.6%,7.2%
CCC1Cc2c(nc(N)c3c(N)nc(N4CCCCC4)c(C#N)c23)O1 (stereo unspecified),-19.5%,14.9%,15.8µM*[quencher],-4.1%,u,u,-68.3%[inhibitor],u
CCOC(=O)COc1cc2c3c(c(=O)oc2cc1C)CCCC3,8.6%,-0.5%,-1.2%,-10.3%,10.3%,u,11.1%[10 µM],u

Source: PubChem

Only part of the results is shown, so the mix of outcomes need not match the whole.
